# PAFAH2 FP inh = PAFAH2 (human) inhibition | Q99487 | recombinant PAFAH2, FP-rhodamine activity probe, fluorescence polarization | inhibition, % at 3.39 µM | 340,000 compounds, 0.99% hits | AID 492956;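 active means inhibition above the mean over all tested compounds plus 3 SD, cut at about 30% in these data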;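 further: inhibitors block probe labeling of enzyme so polarization drops; 0% = enzyme with DMSO and 100% = wells lacking PAFAH2 protein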
# PAFAH1B3 inh = PAFAH1B3 (human) inhibition; recombinant PAFAH1B3, FP-rhodamine probe, fluorescence polarization; inhibition, % at 3.39 µM; 340,000 compounds, 0.28% hits; AID 492972;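 active means inhibition above the screen-wide average of all tested compounds plus 3 SD, cut at about 25% in these data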;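 further: 0% = enzyme with DMSO only and 100% = wells lacking PAFAH1B3 protein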
# PAD4 FP inh = blocks human protein arginine deiminase 4. recombinant PAD4, RCA probe fluorescence polarization. inhibition, % at 6.36 µM. 330,000 compounds, 0.41% hits. AID 485272;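 active means percent inhibition above a cutoff equal to the mean of all tested compounds plus 3 SD, cut at about 15% in these data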;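 further: 0% = PAD4 with RCA probe and DMSO and 100% = probe without PAD4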
# Target sequence (Q9UM07 whole entry, looked up): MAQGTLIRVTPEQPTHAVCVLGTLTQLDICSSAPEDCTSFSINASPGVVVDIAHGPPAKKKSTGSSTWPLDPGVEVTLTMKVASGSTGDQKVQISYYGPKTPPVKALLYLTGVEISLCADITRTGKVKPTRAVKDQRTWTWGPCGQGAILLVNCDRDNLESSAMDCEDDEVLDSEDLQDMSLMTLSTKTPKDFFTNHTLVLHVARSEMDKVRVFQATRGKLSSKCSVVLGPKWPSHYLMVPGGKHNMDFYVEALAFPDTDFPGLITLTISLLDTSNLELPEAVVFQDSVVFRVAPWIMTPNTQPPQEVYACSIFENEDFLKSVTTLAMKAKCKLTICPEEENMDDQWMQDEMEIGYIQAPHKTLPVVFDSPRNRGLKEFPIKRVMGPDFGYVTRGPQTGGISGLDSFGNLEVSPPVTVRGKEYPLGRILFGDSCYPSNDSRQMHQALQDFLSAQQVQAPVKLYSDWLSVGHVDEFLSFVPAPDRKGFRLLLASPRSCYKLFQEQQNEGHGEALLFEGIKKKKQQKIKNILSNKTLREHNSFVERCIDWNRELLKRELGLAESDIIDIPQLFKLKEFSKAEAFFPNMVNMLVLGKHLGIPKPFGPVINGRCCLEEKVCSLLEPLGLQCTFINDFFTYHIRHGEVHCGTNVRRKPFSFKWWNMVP
# GSTO1 inh = counter-screen for RBBP9 inhibitors: inhibitors of human GSTO1; P78417; recombinant GSTO1, activity-based probe fluorescence polarization; inhibition, % at 5.96 µM; 300,000 compounds, 1.1% hits; AID 1974;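 active means inhibition above the campaign mean inhibition plus 3 SD, cut at about 35% in these data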;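 further: 0% = GSTO1-1 with DMSO and 100% = wells lacking GSTO1-1 enzyme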
# Target sequence (P78417 whole entry, looked up): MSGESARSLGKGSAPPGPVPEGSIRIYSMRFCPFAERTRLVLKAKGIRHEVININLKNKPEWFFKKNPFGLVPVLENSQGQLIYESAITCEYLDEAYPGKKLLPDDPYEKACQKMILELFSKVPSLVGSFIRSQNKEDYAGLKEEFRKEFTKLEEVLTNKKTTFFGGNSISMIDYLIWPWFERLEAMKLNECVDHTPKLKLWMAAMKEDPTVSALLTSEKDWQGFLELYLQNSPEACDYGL
# pPAFAH FP inh = pPAFAH (human) enzyme inhibition; Q13093; recombinant pPAFAH, FP-rhodamine probe fluorescence polarization; inhibition, % at 3.39 µM; 330,000 compounds, 1.5% hits; AID 463082;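 active means inhibition above the mean inhibition across the screen plus 3 SD, cut at about 25% in these data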;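 further: inhibitors block binding of the rhodamine activity-based probe so polarization drops; 0% = enzyme with DMSO and 100% = wells lacking pPAFAH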
# LYPLA1 inh = blocks human lysophospholipase 1, a PME1 counter-screen | O75608 | recombinant LYPLA1, FP-Rh probe fluorescence polarization | inhibition, % at 5.9 µM | 320,000 compounds, 0.16% hits;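 active means inhibition above the mean of all tested compounds plus 3 SD, set per campaign, cut at about 14% in these data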;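 further: inhibitors block serine hydrolase probe labeling of LYPLA1 so polarization falls; 0% = enzyme with DMSO and 100% = wells lacking LYPLA1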
# PME-1 inh = blocks human protein phosphatase methylesterase 1. 320,000 compounds, 0.53% hits. recombinant PME-1, FP-Rh probe fluorescence polarization. inhibition, % at 5.9 µM. Q9Y570;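 active means inhibition above the campaign mean of all compounds plus 3 SD, cut at about 26% in these data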;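 further: competitive labeling of PME-1 active site by serine hydrolase directed probe; 0% = PME-1 with DMSO and 100% = wells lacking PME-1 enzyme; inhibitors block probe labeling so polarization falls and inhibition rises; many of its hits are not listed in these tables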
# PAFAH1B2 inh = blocks human PAF acetylhydrolase 1b catalytic subunit 2; P68402; recombinant PAFAH1B2, FP-rhodamine activity probe, fluorescence polarization; inhibition, % at 3.39 µM; 340,000 compounds, 1.2% hits; AID 492953;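 active means inhibition above the mean of all tested compounds plus 3 SD, cut at about 24% in these data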;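 further: 0% = enzyme with DMSO and 100% = wells lacking PAFAH1B2; many of its hits are not listed in these tables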
# LYPLA2 counter = counter-screen for PME1 inhibitors: inhibitors of human LYPLA2. O95372. recombinant LYPLA2, FP-Rh probe fluorescence polarization. inhibition, % at 5.9 µM. 320,000 compounds, 0.38% hits. AID 2177;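 active means inhibition above the screen-wide mean plus 3 SD, limit set per campaign, cut at about 26% in these data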;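 further: 0% = LYPLA2 with DMSO and 100% = wells lacking LYPLA2 enzyme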
# * marks the source's active call; other numbers are inactive results; · = not tested or not shown. A portion of the library. The share of hits here may be higher or lower than overall.
structure,PAFAH2 FP inh,PAFAH1B3 inh,PAD4 FP inh,GSTO1 inh,pPAFAH FP inh,LYPLA1 inh,PME-1 inh,PAFAH1B2 inh,LYPLA2 counter
Cn1c(N)c(C(=O)CSc2nnc(C3CC3)n2Cc2ccccc2)c(=O)[nH]c1=O,7,3,-7,·,-5,-1,-8,3,-6
Cc1ccc(OCC(=O)Nc2ccc3c(c2)nc2n3CCOC2)cc1,1,8,3,-2,-1,4,-2,-5,14
O=C(/C=C/c1ccc(F)cc1)NC(=S)N1CCN(c2ccccn2)CC1,2,7,0,-10,7,1,2,9,5
COc1coc(C(O)C[N+](=O)[O-])cc1=O (configuration not stated),5,4,3,4,6,-3,-4,-1,-1
CC1CCN(C(=O)c2nc[nH]c2C(=O)N2CCc3ccccc3C2)CC1,0,7,-1,·,2,-2,-4,7,0
CCOc1ccc(S(=O)(=O)N2CCCC(C(=O)NCc3ccccn3)C2)cc1Cl (configuration not stated),4,3,-4,10,3,4,-2,1,11
CCNc1cc(N2CCOCC2)nc(SC)n1,-1,-2,-1,4,6,0,1,9,2
O=C(CSc1nnnn1-c1cccc(C(=O)O)c1)NC(c1ccccc1)c1ccccc1,-3,6,-4,3,5,5,4,0,1
C=CCOc1cccc(C2C(C(=O)c3ccco3)=C(O)C(=O)N2Cc2ccco2)c1 (configuration not stated),1,3,-8,5,-3,0,2,0,1
CCN(C(=O)CSC1=Nc2ccccc2C2CC=NN12)C1CCS(=O)(=O)C1 (configuration not stated),4,1,4,0,-1,0,1,3,4
COc1ccc(CCNC(=O)C/C(C)=N/NC(=O)C2CCCCC2)cc1OC,-1,2,0,3,3,4,1,-1,7
CC(=O)Nc1nonc1NC(C)=O,-2,8,-1,-3,3,3,3,7,-3
CCOC(=O)N1CCC(NC(=O)C2CCN(S(=O)(=O)c3c(C)noc3C)CC2)CC1,4,9,5,18,4,0,1,5,7
CCNc1nc(NC(C)(C)C)nc(SCC(N)=O)n1,4,4,2,-4,4,-1,-3,6,1
O=C(Nc1cccc2ccccc12)C1CCN(C(=O)Cc2ccccc2)CC1,0,2,4,11,4,2,2,3,5
Cc1nn(C)c(C)c1NC(=O)C12CC3CC(CC(C3)C1)C2,-4,3,0,3,-1,3,0,5,5
COc1ccc(C)cc1NC(=O)c1cccc(-c2ccc(OC(C)=O)cc2)c1,0,-1,-2,-1,-2,-8,-2,0,-11
COc1ccc(C(CC(=O)Nc2cc(C)ccn2)N2Cc3ccccc3C2=O)cc1 (configuration not stated),8,4,1,-1,6,2,0,4,6
COc1ccc(CNC(=O)c2sccc2C)cc1,3,8,0,2,1,2,3,5,6
C#Cc1ccc([C@@H]2C=C(C(=O)NCc3ccccc3)O[C@H](OCC)[C@H]2CCCO)cc1,6,2,2,-6,0,1,-3,3,2
CC(=O)Nc1ccc(S(=O)(=O)N2CCN(Cc3ccccc3[N+](=O)[O-])CC2)cc1,-1,-4,-1,8,-2,-7,-1,1,-1
C=C1C(=O)C=C2CN(C(=O)c3ccccc3)[C@@](Cc3ccc(F)cc3)(C(=O)OC)[C@@H]12,1,2,-5,-3,6,0,-2,-1,1
O=C1c2ccccc2S(=O)(=O)N1CCOc1ccc(F)cc1,-5,-5,-2,-2,0,3,-3,1,6
Cc1ccccc1N(C(=O)CNC(=O)c1ccco1)C(C(=O)NC1CCCC1)c1ccncc1 (configuration not stated),-1,3,-3,2,-4,0,-2,0,-1
COc1ccc(-c2csc3nc(C)nc(N4CCCCC4)c23)cc1OC,-6,-1,2,-4,6,-3,-4,-2,1
CCCC(=O)Nc1c2c(nn1-c1ccc([N+](=O)[O-])cc1)CS(=O)(=O)C2,3,7,-1,-3,4,0,3,4,3
O=C(Nc1ccccn1)c1cc(-n2cnnc2)ccc1Cl,6,9,-2,6,-1,-2,0,4,-3
COCCCNC(=O)c1cc(OC)c(OC)c(OC)c1,3,1,6,13,-2,-1,-1,-2,0
CCOC(=O)C1CCCN(c2ccc(NC(=O)c3snc4c(=O)[nH]cnc34)cc2)C1 (configuration not stated),5,10,-2,4,16,-1,-2,5,5
CC(C)Nc1nc(NC(C)C)nc(Nn2cnnc2)n1,0,1,-4,-2,6,-2,-2,-2,1

# Continuation.
structure,PAFAH2 FP inh,PAFAH1B3 inh,PAD4 FP inh,GSTO1 inh,pPAFAH FP inh,LYPLA1 inh,PME-1 inh,PAFAH1B2 inh,LYPLA2 counter
CC1CC(=O)c2cnc(Nc3ccccc3)nc2C1 (configuration not stated),-4,7,-1,16,6,2,-3,1,-1
CNc1cnn(-c2ccc(C)cc2)c(=O)c1Sc1ccc(C)cc1,4,-3,-4,5,4,1,-4,3,0
CCCC[n+]1ccn(C2=C([O-])c3ccccc3C(=O)/C2=N\S(=O)(=O)c2ccc(Br)cc2)c1,1,18,-10,78*,3,-2,5,7,4
CC(=O)N1c2ccc(S(=O)(=O)N3CCCCC3)cc2CC1C(=O)Nc1cccc(C)c1 (configuration not stated),1,-2,0,-2,3,-6,-2,1,-1
COc1cc(CC(NC(C)=O)C(=O)NC2CCN(C(=O)Nc3ccccc3Cl)CC2)cc(OC)c1 (configuration not stated),8,13,-3,6,-2,1,6,8,-3
Cc1cccc(N2CCN(C(=O)c3cc(COc4ccc(F)c(F)c4)on3)CC2)n1,-8,9,1,7,8,5,-7,-3,13
COCCCNC(=O)C(=O)N/N=C/c1cc2c(cc1Br)OCO2,-7,1,-5,-8,2,-1,1,3,1
Cn1c(=O)[nH]c(=O)c2[nH]c(NCCCN3CCOCC3)nc21,0,8,-1,5,1,0,0,1,1
O=C(NC1CC1)c1ccc2c(c1)ncn2C1CCCC1,-1,-1,-2,13,-1,-1,-7,4,0
CC(C)(C)NC(=O)CN(CCN1CCOCC1)C(=O)CNS(=O)(=O)c1ccc(Cl)cc1,0,-5,1,7,4,4,-1,7,5
CCOC(=O)C1=NNC2(c3ccc(C)cc3)C(=O)N(c3ccc(Cl)cc3)C(=O)C12 (configuration not stated),-4,2,0,-4,4,2,0,8,4
Cc1ccccc1Cn1nc(C)c(NC(=O)C(F)(F)F)c1C,0,3,3,1,-5,-1,4,1,-4
CCCn1nc(NC(=O)c2cccs2)c2cc3cc(C)ccc3nc21,-4,-5,-3,-1,-6,-6,-5,1,-17
COc1ccc(OC)c(S(=O)(=O)Nc2ccc(O)c3ccccc23)c1,-3,-1,-2,60*,15,1,6,7,7
COc1ccc(OC)c(NC(=O)/C=C/c2ccccc2[N+](=O)[O-])c1,0,5,-3,0,10,2,3,4,1
COc1ccc(CNC(=O)CCN2C(=S)NC(C)(C)CC2C)cc1 (configuration not stated),3,8,-1,5,0,5,2,1,1
CCC(=O)Nc1cccc(NC(=O)CSc2nnnn2Cc2ccccc2)c1,-3,-3,0,-2,7,-2,6,0,4
NC(=O)C1CCN(CC(=O)Nc2ccccc2Sc2ccccc2)CC1,2,10,0,-1,8,3,3,3,14
O=C(NCCO)c1cccc(S(=O)(=O)N2CCCCC2)c1,-3,8,0,2,-2,2,5,4,-1
O=C(c1ccc(COc2ccc(F)cc2)o1)n1cccn1,1,2,-3,5,8,1,-8,-2,0
CC(CCc1ccccc1)N1CCN(Cc2ccccc2)CC1 (configuration not stated),0,7,3,-3,0,0,-6,4,0
CC(=O)c1ccc(-c2ccc(C(=O)Nc3nc(-c4ccccn4)cs3)o2)cc1,1,8,-4,·,20,·,·,6,·
CCOc1ncccc1C(=O)OCC(=O)c1ccc(OC)c(OC)c1,-10,-2,-4,-10,-5,1,-4,2,3
CC(OC(=O)C1CCN(c2ccc(C(F)(F)F)cn2)CC1)C(=O)Nc1ccc(S(N)(=O)=O)cc1 (configuration not stated),-12,10,-3,2,3,-5,-1,-6,-4
O=C1C2CCCCN2C(=O)N1CCN1CCN(c2ccc([N+](=O)[O-])cc2)CC1 (configuration not stated),4,5,-1,4,6,3,6,0,7
O=C(C1CCCO1)N(c1ccc(F)cc1)C1C=CS(=O)(=O)C1 (configuration not stated),0,7,-2,-5,-5,0,3,0,-1
COCCn1c(=N)c(S(=O)(=O)c2ccc(F)cc2)cc2c(=O)n3cccc(C)c3nc21,-6,-6,-1,0,6,-2,3,-1,-4
COc1ccc(-c2cc(C(F)(F)F)n3nc(C(=O)N(C)Cc4ccccc4)cc3n2)cc1OC,-5,-1,-9,0,-11,-5,-5,2,-7
O=C(CN1C(=O)NC2(CCCC2)C1=O)Nc1nc2ccccc2[nH]1,3,8,4,6,-4,5,0,2,2
CCOc1ccc(NC(=O)CSc2nnc(NC(=O)C3CC3)s2)cc1,-5,7,-2,5,1,5,2,4,-1
CC(=O)N1CCc2cc(S(=O)(=O)CCC(=O)NCCc3ccccc3)ccc21,-2,8,-5,3,2,1,1,2,3

# Compound activity deposited in PubChem BioAssay by The Scripps Research Institute Molecular Screening Center.
